Avidin fluor – avidin bead compound fluorescence profile; Avidin beads, compound fluorescence 488/530 nm, flow cytometry; hits give high values; fluorescence (KMESF) at 10 µM; 220,000 compounds, 0.38% hits; AID 1775; in the data active = fluorescence above about 47; also: inactives centre near 10
Cdc42 wt GTP – changes GTP binding to wildtype human Cdc42; 190,000 compounds, 0.2% hits; GST-Cdc42 beads, Bodipy-GTP binding, flow cytometry; actives lie on both sides; AID 761; percent activity (GTP binding), % at 10 µM;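 active = percent activity GTP binding at least 20 points away from the 100% baseline, either down as inhibitor or up as activator; inconclusive = compound flagged as likely green fluorescent from well-wide comparison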;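 also: median bead fluorescence of bound Bodipy-FL-GTP at 100 nM; 0% = excess unlabeled GTP control and 100% = no compound control; below 100% means less GTP binding so inhibitor and above means activator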
Target sequence (P60953 whole entry, looked up): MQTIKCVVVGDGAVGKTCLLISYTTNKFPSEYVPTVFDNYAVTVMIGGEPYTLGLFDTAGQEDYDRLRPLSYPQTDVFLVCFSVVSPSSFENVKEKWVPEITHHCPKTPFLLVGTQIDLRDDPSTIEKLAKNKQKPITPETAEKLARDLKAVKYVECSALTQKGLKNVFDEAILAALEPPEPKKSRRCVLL
HRas wt GTP – human HRas wildtype GTP binding, change in either direction | P01112 | GST-Ras wt beads, Bodipy-FL-GTP binding, flow cytometry; actives lie on both sides | GTP binding activity, % at 10 µM | 190,000 compounds, 0.14% hits | AID 759;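 active = GTP binding activity at least 20% away from the 100% baseline, either lowered as inhibitor or raised as activator; inconclusive = flagged as likely green fluorescent, judged across all proteins in the well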;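 also: 0% = unlabeled GTP competition control and 100% = no-compound control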
Target sequence (P01112 whole entry, looked up): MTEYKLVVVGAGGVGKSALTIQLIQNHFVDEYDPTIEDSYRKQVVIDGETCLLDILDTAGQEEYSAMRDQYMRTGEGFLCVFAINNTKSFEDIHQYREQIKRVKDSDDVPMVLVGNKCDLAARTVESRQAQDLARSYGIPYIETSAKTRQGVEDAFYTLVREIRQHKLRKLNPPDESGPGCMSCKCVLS
Pf gamet viab – kills late stage P. falciparum gametocytes; P. falciparum stage V gametocytes, ATP luminescence, 24 h; inhibition, % at 10.9 µM; 150,000 compounds, 0.065% hits;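 active = inhibition above the mean plus 3 SD of compounds within the control limits, set per campaign, cut at about 38% in these data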;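 also: 0% = DMSO wells and 100% = medium only without gametocytes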
ABCG2 inh – inhibitors of human ABCG2 transporter, ABCB1 counter-screen; 190,000 compounds, 0.1% hits; AID 1325; IgMXP3 cells, JC-1 efflux, flow cytometry; inhibition, % at 6.6 µM; Q9UNQ0;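 active = inhibition above 80%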;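 also: 0% = DMSO and 100% = nicardipine control wells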
Target sequence (Q9UNQ0 whole entry, looked up): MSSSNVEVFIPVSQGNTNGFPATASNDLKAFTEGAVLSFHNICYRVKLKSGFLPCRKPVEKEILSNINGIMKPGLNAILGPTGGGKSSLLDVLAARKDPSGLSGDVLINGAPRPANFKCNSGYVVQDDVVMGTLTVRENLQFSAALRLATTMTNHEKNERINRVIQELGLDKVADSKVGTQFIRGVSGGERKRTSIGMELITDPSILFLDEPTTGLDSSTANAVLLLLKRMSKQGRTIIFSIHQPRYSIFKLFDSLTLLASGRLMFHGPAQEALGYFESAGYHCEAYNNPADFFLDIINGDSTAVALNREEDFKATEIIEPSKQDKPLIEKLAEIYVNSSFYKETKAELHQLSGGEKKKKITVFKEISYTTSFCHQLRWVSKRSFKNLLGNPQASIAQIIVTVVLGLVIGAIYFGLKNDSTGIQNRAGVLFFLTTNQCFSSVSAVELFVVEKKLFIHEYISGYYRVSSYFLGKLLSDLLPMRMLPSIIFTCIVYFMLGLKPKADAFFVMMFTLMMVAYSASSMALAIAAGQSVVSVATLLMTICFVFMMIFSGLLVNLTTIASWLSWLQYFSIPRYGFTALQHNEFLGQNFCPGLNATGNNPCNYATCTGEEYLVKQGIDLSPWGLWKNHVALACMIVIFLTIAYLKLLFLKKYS
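Test system: IgMXP3 cells (ABCG2) mixed with DDAO far-red-labelled CCRF-Adr cells (ABCB1). Reagent: JC-1 transporter substrate. Compound dosing: single test compound dose, 6.6 µM final. Times: 10 min compound exposure, 25 °C. Detection: flow cytometry of retained JC-1 fluorescence. Read-out basis: efflux inhibition in percent versus controls. Controls: nicardipine and DMSO wells.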
Rac1 mut GTP – human Rac1 activated mutant GTP binding change; P63000; 190,000 compounds, 0.11% hits; percent activity (GTP binding), % at 10 µM; AID 764; GST-Rac1 activated beads, fluorescent GTP binding, flow cytometry; actives lie on both sides; 100% means binding = to untreated wells;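 active = GTP binding at least 20 percentage points away from the 100% baseline, in either direction, so actives lie on both sides; inconclusive = Compound likely fluorescent itself, or too few beads counted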
GSH bead fluor – compound fluoresces at 488/530 nm on GSH beads | GSH beads flow cytometry, compound fluorescence 488/530 nm; hits give high values | fluorescence (KMESF) at 10 µM | 190,000 compounds, 0.25% hits | AID 1776; in the data active = fluorescence above about 89;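 also: glutathione beads carrying GST-tagged Bcl family fusion proteins plus one bare bead set; values are compound well signal with DMSO vehicle wells as background; inactives centre near 16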
Rac1 wt modul – modulators of human Rac1 wildtype GTP binding. P63000. GST-Rac1 beads, fluorescent GTP binding, flow cytometry; actives lie on both sides; 0 = cold GTP competed, 100 = untreated. GTP binding activity (% of control), % at 10 µM. 190,000 compounds, 0.27% hits;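 active = GTP binding activity at least 20 points away from the 100% control level, either lower or higher; inconclusive = compound flagged as likely green fluorescent, judged across all proteins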
Rab2A wt mod – changes GTP binding to wildtype dog Rab2A, up or down; GST-Rab2 wt beads, Bodipy-GTP binding, flow cytometry; GTP binding activity, % at 10 µM; P61105; 190,000 compounds, 0.19% hits;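 active = GTP binding activity at least 20 points away from 100%, either lowered or raised; inconclusive = signal likely due to the compound's own green fluorescence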;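 also: 0% = beads with excess unlabeled GTP and 100% = no-compound control corrected for plate trend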
Rab7 wt GTP bind – modulators of GTP binding to dog Rab7 wildtype GTPase | GST-Rab7 beads, fluorescent GTP binding, flow cytometry; actives lie on both sides; untreated = 100%, excess cold GTP = 0% | GTP binding activity (percent of control), % at 10 µM | 190,000 compounds, 0.055% hits | AID 758;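 active = fluorescent GTP binding to Rab7 beads changed by at least 20 points from the 100% baseline, either direction, mostly lower; inconclusive = compound itself probably fluorescent, or too few beads counted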;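 also: median green fluorescence of bound Bodipy-FL-GTP per Rab7 bead population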
ABCB1 block – blocks JC-1 efflux by human ABCB1 transporter | 190,000 compounds, 0.067% hits | AID 1326 | inhibition, % at 6.6 µM | P08183 | CCRF-Adr cells, flow cytometry; in the data active = inhibition above about 40%;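 also: 0% = vehicle and 100% = reference inhibitor; higher value means more JC-1 retained so stronger ABCB1 efflux block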
Active calls of the source: *.

Results for CC(=O)c1cccc(NC(=O)C2CCN(S(=O)(=O)c3cccs3)CC2)c1 ?
Avidin fluor: 9; Cdc42 wt GTP: 97; HRas wt GTP: 98; Pf gamet viab: -25; ABCG2 inh: 6; Rac1 mut GTP: 96; GSH bead fluor: 38; Rac1 wt modul: 96; Rab2A wt mod: 97; Rab7 wt GTP bind: 98; ABCB1 block: 0.4

What do the screens show for `O=C(c1ccc(N2CCNCC2)cc1)c1cccnc1`?
Avidin fluor: 12; Cdc42 wt GTP: 95; HRas wt GTP: 92; Pf gamet viab: 20; ABCG2 inh: 1; Rac1 mut GTP: 92; GSH bead fluor: 29; Rac1 wt modul: 88; Rab2A wt mod: 92; Rab7 wt GTP bind: 89; ABCB1 block: 0.5

What do the screens show for `CCCCN1C(=O)/C(=C(/C#N)C(N)=O)c2ccccc21`?
Avidin fluor: 14; Cdc42 wt GTP: 100; HRas wt GTP: 99; Pf gamet viab: -16; ABCG2 inh: -2; Rac1 mut GTP: 100; GSH bead fluor: 16; Rac1 wt modul: 102; Rab2A wt mod: 98; Rab7 wt GTP bind: 96; ABCB1 block: -0.1

How did CO/N=C/c1ccc(N2CCN(C(=O)c3ccc(C)cc3)CC2)c([N+](=O)[O-])c1 do in these assays?
Avidin fluor: 9; Cdc42 wt GTP: 99; HRas wt GTP: 103; Pf gamet viab: 1; ABCG2 inh: 11; Rac1 mut GTP: 98; GSH bead fluor: 14; Rac1 wt modul: 104; Rab2A wt mod: 99; Rab7 wt GTP bind: 101; ABCB1 block: 1.6

Results for S=C(N/N=C/c1ccccc1)N1CCOCC1 ?
Avidin fluor: 1; Cdc42 wt GTP: 100; HRas wt GTP: 100; ABCG2 inh: 0; Rac1 mut GTP: 99; GSH bead fluor: 3; Rac1 wt modul: 103; Rab2A wt mod: 99; Rab7 wt GTP bind: 98; ABCB1 block: 0.1

How did O=C(CC(c1ccccc1)c1ccccc1O)NCCN1CCOCC1 (stereo not given) do in these assays?
Avidin fluor: 10; Cdc42 wt GTP: inconclusive; HRas wt GTP: inconclusive; ABCG2 inh: 0; Rac1 mut GTP: inconclusive; GSH bead fluor: 43; Rac1 wt modul: inconclusive; Rab2A wt mod: inconclusive; Rab7 wt GTP bind: inconclusive; ABCB1 block: -0.1

How did CNC(=O)CSc1cnc2ccccc2n1 do in these assays?
Avidin fluor: 26; Cdc42 wt GTP: 99; HRas wt GTP: 99; Pf gamet viab: -6; ABCG2 inh: 4; Rac1 mut GTP: 96; GSH bead fluor: 10; Rac1 wt modul: 98; Rab2A wt mod: 100; Rab7 wt GTP bind: 102; ABCB1 block: 0.9

What do the screens show for `Cc1ccc(CN2CCN(C/C=C/c3ccc(F)cc3)CC2CCO)o1` (stereo not given)?
Avidin fluor: 6; Cdc42 wt GTP: 96; HRas wt GTP: 95; Pf gamet viab: 23; ABCG2 inh: 1; Rac1 mut GTP: 93; GSH bead fluor: 9; Rac1 wt modul: 97; Rab2A wt mod: 97; Rab7 wt GTP bind: 98; ABCB1 block: 0.0

What do the screens show for `CCOC(=O)c1ccc(S(=O)(=O)NCC(C)(C)N2CCOCC2)cc1`?
Avidin fluor: 11; Cdc42 wt GTP: 97; HRas wt GTP: 99; Pf gamet viab: 11; ABCG2 inh: 0; Rac1 mut GTP: 98; GSH bead fluor: 12; Rac1 wt modul: 101; Rab2A wt mod: 101; Rab7 wt GTP bind: 105; ABCB1 block: 0.2

Results for Cc1ccnc(SCc2cc(=O)c(OC(=O)c3cc([N+](=O)[O-])ccc3Cl)co2)n1 ?
Avidin fluor: 17; Cdc42 wt GTP: 100; HRas wt GTP: 101; Pf gamet viab: -14; ABCG2 inh: 3; Rac1 mut GTP: 101; GSH bead fluor: 16; Rac1 wt modul: 101; Rab2A wt mod: 100; Rab7 wt GTP bind: 102; ABCB1 block: 0.7

What do the screens show for `Cc1ccc2nc(NC(=O)c3ccc(S(=O)(=O)N4CCCc5ccccc54)cc3)sc2c1`?
Avidin fluor: 6; Cdc42 wt GTP: 103; HRas wt GTP: 100; ABCG2 inh: -20; Rac1 mut GTP: 101; GSH bead fluor: 5; Rac1 wt modul: 107; Rab2A wt mod: 100; Rab7 wt GTP bind: 99; ABCB1 block: -1.4

What do the screens show for `O=C(CSc1nccc(=O)[nH]1)Nc1ccc(S(=O)(=O)N2CCOCC2)cc1`?
Avidin fluor: 16; Cdc42 wt GTP: 97; HRas wt GTP: 96; Pf gamet viab: -9; ABCG2 inh: 1; Rac1 mut GTP: 95; GSH bead fluor: 15; Rac1 wt modul: 98; Rab2A wt mod: 94; Rab7 wt GTP bind: 94; ABCB1 block: 0.0

What do the screens show for `OCCC1CN(Cc2ccc3nsnc3c2)CCN1C1CCCCC1` (stereo not given)?
Avidin fluor: 2; Cdc42 wt GTP: 96; HRas wt GTP: 100; Pf gamet viab: -16; ABCG2 inh: 0; Rac1 mut GTP: 97; GSH bead fluor: 10; Rac1 wt modul: 100; Rab2A wt mod: 100; Rab7 wt GTP bind: 105; ABCB1 block: 0.2

Results for CC(NC(=O)C1(C)CC1(Br)Br)C(C)(C)C (stereo not given) ?
Avidin fluor: 5; Cdc42 wt GTP: 99; HRas wt GTP: 99; ABCG2 inh: 1; Rac1 mut GTP: 96; GSH bead fluor: 23; Rac1 wt modul: 98; Rab2A wt mod: 98; Rab7 wt GTP bind: 97; ABCB1 block: 0.2

What do the screens show for `Cc1ccc(C)n1-c1ccc2c(c1)COC2=O`?
Avidin fluor: 6; Cdc42 wt GTP: 98; HRas wt GTP: 100; ABCG2 inh: 6; Rac1 mut GTP: 96; GSH bead fluor: 14; Rac1 wt modul: 98; Rab2A wt mod: 99; Rab7 wt GTP bind: 101; ABCB1 block: 1.0

What do the screens show for `CCOC(=O)/C(C#N)=C/c1ccc(OCC(=O)Nc2ccc(OC)cc2)c(OC)c1`?
Avidin fluor: 39; Cdc42 wt GTP: 101; HRas wt GTP: 99; ABCG2 inh: 2; Rac1 mut GTP: 96; GSH bead fluor: 13; Rac1 wt modul: 98; Rab2A wt mod: 97; Rab7 wt GTP bind: 96; ABCB1 block: 0.5

What do the screens show for `Cc1cc(SCC(=O)N/N=C/c2ccc(O)c(O)c2)c(C)cc1Br`?
Avidin fluor: 7; Cdc42 wt GTP: 99; HRas wt GTP: 99; ABCG2 inh: 0; Rac1 mut GTP: 95; GSH bead fluor: 14; Rac1 wt modul: 97; Rab2A wt mod: 97; Rab7 wt GTP bind: 100; ABCB1 block: 0.0

What do the screens show for `NC(=O)COC(=O)CNC(=O)c1cc(Cl)cc([N+](=O)[O-])c1`?
Avidin fluor: 19; Cdc42 wt GTP: 96; HRas wt GTP: 93; Pf gamet viab: -25; ABCG2 inh: 8; Rac1 mut GTP: 97; GSH bead fluor: 23; Rac1 wt modul: 91; Rab2A wt mod: 96; Rab7 wt GTP bind: 93; ABCB1 block: 1.4

How did Cn1nnnc1SCC(=O)N1CCN(c2ccc(Cl)cc2)CC1 do in these assays?
Avidin fluor: 4; Cdc42 wt GTP: 96; HRas wt GTP: 96; Pf gamet viab: 11; ABCG2 inh: -1; Rac1 mut GTP: 95; GSH bead fluor: 20; Rac1 wt modul: 94; Rab2A wt mod: 95; Rab7 wt GTP bind: 94; ABCB1 block: -0.2

What do the screens show for `Cc1nn(C)c(C)c1CN(C)S(=O)(=O)c1ccc(F)cc1`?
Avidin fluor: 6; Cdc42 wt GTP: 103; HRas wt GTP: 102; Pf gamet viab: 18; ABCG2 inh: 1; Rac1 mut GTP: 100; GSH bead fluor: 15; Rac1 wt modul: 108; Rab2A wt mod: 99; Rab7 wt GTP bind: 103; ABCB1 block: 0.4

Results for CC(C)c1nc(SCC(=O)N2CCc3ccccc32)n[nH]1 ?
Avidin fluor: 11; Cdc42 wt GTP: 96; HRas wt GTP: 95; Pf gamet viab: 12; ABCG2 inh: 22; Rac1 mut GTP: 95; GSH bead fluor: 11; Rac1 wt modul: 96; Rab2A wt mod: 95; Rab7 wt GTP bind: 93; ABCB1 block: 0.0

Results for CCC(C)(C(=O)NC1CCCCC1)N(C(=O)Cc1cccs1)c1ccccc1 (stereo not given) ?
Avidin fluor: 6; Cdc42 wt GTP: 98; HRas wt GTP: 99; Pf gamet viab: 21; ABCG2 inh: 0; Rac1 mut GTP: 97; GSH bead fluor: 23; Rac1 wt modul: 102; Rab2A wt mod: 99; Rab7 wt GTP bind: 96; ABCB1 block: 0.5

How did O=C(c1cccc(S(=O)(=O)N2CCOCC2)c1)N1CCCCCC1 do in these assays?
Avidin fluor: 23; Cdc42 wt GTP: inconclusive; HRas wt GTP: inconclusive; Pf gamet viab: 6; ABCG2 inh: 5; Rac1 mut GTP: inconclusive; GSH bead fluor: 25; Rac1 wt modul: inconclusive; Rab2A wt mod: inconclusive; Rab7 wt GTP bind: inconclusive; ABCB1 block: 1.4

Results for CCC(N=c1cc(-c2ccc(OC)c(OC)c2)oc2ccc(C)cc12)C(=O)O (stereo not given) ?
Avidin fluor: 1; Cdc42 wt GTP: 101; HRas wt GTP: 101; Pf gamet viab: 10; ABCG2 inh: 5; Rac1 mut GTP: 98; GSH bead fluor: 4; Rac1 wt modul: 96; Rab2A wt mod: 99; Rab7 wt GTP bind: 102; ABCB1 block: 0.8

Results for O=C(C1=C[C@@H](C2CC2)C[C@@H](OCc2ccc(CO)cc2)O1)N1CCN(Cc2ccc3c(c2)OCO3)CC1 ?
Avidin fluor: 6; Cdc42 wt GTP: 98; HRas wt GTP: 96; ABCG2 inh: 1; Rac1 mut GTP: 97; GSH bead fluor: 20; Rac1 wt modul: 99; Rab2A wt mod: 98; Rab7 wt GTP bind: 102; ABCB1 block: 0.8

What do the screens show for `CCOC(=O)c1ccc2c(c1)nc(C1CCN(S(=O)(=O)c3cccs3)CC1)n2CC`?
Avidin fluor: 10; Cdc42 wt GTP: 102; HRas wt GTP: 97; ABCG2 inh: 31; Rac1 mut GTP: 97; GSH bead fluor: 25; Rac1 wt modul: 101; Rab2A wt mod: 99; Rab7 wt GTP bind: 98; ABCB1 block: 1.9

What do the screens show for `CC(=O)NCN1CCN(CNC(C)=O)CC1`?
Avidin fluor: 8; Cdc42 wt GTP: 105; HRas wt GTP: 102; ABCG2 inh: 0; Rac1 mut GTP: 103; GSH bead fluor: 5; Rac1 wt modul: 105; Rab2A wt mod: 102; Rab7 wt GTP bind: 99; ABCB1 block: 0.1

Source: PubChem
